# GRP78 ERSR act: ER stress response induction in glioma | hit rate 0.02% among 420,000 | AID 602332 | U87-MG GRP78 promoter luciferase reporter, 16 h | Potency, µM, for the others: at the top dose activation, actives largely listed as activators; also: potency is read from the fitted curve at half-maximal effect; series mostly up to about 76 µM; % of control where 0% means no effect; nearly all actives have a fitted effect of over 35% in size
#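 Stably transfected U87-MG glioma cells carrying a GRP78-based luciferase sensor; 16 h compound incubation. Luminescence end-point read 10 min after Bright-Glo addition at room temperature.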
# ERG Ets-DNA blk: inhibitors of human ERG Ets domain-DNA interaction | hit rate 0.028% among 370,000 | fluorescence polarization, His-ERG Ets domain / labelled DNA | Potency, µM (series often up to 76.9 µM), for inactives: at the top dose FP activity, negative = inhibition, actives largely listed as inhibitors | P11308; active = well fitted inhibition curve with a large enough effect in the polarisation, with a control signal flat; inconclusive = small, poorly fitted or top-dose-only effect, or effect the other way, or a change in a side signal; inactive = no such curve, though single readings can be large or run the other way; the % refers to the polarisation;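 also: polarization taken with two DNA probes labelled with fluorescein and Texas red; potency is read from the fitted curve at half-maximal effect; % of control where 0% means no effect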
# Target sequence (P11308 whole entry, looked up, the tested form may be a part): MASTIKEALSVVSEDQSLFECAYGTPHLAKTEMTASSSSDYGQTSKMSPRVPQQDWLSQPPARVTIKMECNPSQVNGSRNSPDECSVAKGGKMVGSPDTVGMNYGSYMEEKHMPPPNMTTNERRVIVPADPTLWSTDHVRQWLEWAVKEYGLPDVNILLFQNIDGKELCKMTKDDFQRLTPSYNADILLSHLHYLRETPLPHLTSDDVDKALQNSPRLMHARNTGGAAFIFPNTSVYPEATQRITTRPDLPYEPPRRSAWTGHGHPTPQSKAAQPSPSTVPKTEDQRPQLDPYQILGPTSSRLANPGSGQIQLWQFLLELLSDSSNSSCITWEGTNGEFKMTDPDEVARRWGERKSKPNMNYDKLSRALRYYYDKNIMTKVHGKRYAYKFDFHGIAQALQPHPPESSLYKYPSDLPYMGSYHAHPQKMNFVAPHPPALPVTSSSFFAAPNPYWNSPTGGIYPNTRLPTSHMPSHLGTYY
#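 His-tagged ERG Ets domain (1 uM in the protein solution; 300mM KCl, 50mM Tris-HCl, 1mM EDTA, 1mM DTT, pH 7.5) received compound, then a probe mix of 5 nM fluorescein-DNA and 100nM Texas-615-DNA. Fluorescence polarization was read for both dyes.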
# ALOX12 inh: blocks human arachidonate 12S-lipoxygenase. P18054. purified 12hLO, xylenol orange hydroperoxide absorbance. Potency, µM (series often up to 108 µM), for inactives: at the highest dose activity change, negative = inhibition, hits mostly inhibitors. hit rate 1.1% among 580,000; also: potency is read from the fitted curve at half-maximal effect; % is scaled to controls: 0 for no effect and ±100 for the full control effect
#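 Hydroperoxide product was detected by ferrous iron/xylenol orange as the 573 to 405 nm absorbance ratio. Arachidonic acid at 40 uM (final) was turned over for 30 min at room temperature by 150 nM human 12hLO, pH 7.0 Hepes buffer, after 15 min compound preincubation.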
# Vif-APOBEC3G blk: inhibitors of Vif-APOBEC3G interaction | Q9HC16 | HeLa A3G-eYFP + Vif (tagged APOBEC3G with the HIV-1 protein that degrades it), YFP fluorescence, overnight | hit rate 0.076% among 410,000 | Potency, µM (top dose mostly 46.1 µM), for inactives: top-dose activity, negative = active, hits mostly inhibitors;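 also: potency is read from the fitted curve at half-maximal effect; % is scaled to controls: 0 for no effect and ±100 for the full control effect; nearly all actives have a fitted effect of over 60% in size; hits raise eYFP signal because A3G escapes Vif-driven loss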
#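 Read-out is eYFP fluorescence (Ex 488/Em 500-530) from Vif-expressing HeLa A3G-eYFP cells; more signal means A3G escaped Vif-mediated degradation. Cells plated overnight, compound pinned in, incubated overnight at 37 deg C.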
# LDHA block: LDHA (human) enzyme inhibition | AID 1347041 | activity change, % (values are at about 110 or 230 µM) | hit rate 0.15% among 480,000 | purified LDHA, NADH/diaphorase-resazurin fluorescence; stronger effect = lower value; in the data active = activity change below about -30%; inconclusive = mostly about -25% to -30%;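 also: plate controls were DMSO wells for no effect and wells without enzyme for full effect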
#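 LDH5 2 nM; NADH 0.06 mM, pyruvate 0.2 mM; 200 mM Tris pH 7.4, EDTA, Tween-20; 5 min RT. Detection: diaphorase 0.133 mg/mL + resazurin 37 µM, fluorescence ex540/em590 at 0 and 20 min; normalized to enzyme-free and DMSO wells.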
# RGS4 inh: human RGS4 inhibition. P49798. Transcreener GDP fluorescence polarization, RGS4-accelerated GTP hydrolysis. Potency, µM (titrated, usually from 114 µM), without a hit: at the top dose activity change, negative = inhibition, most hits filed as inhibitors. hit rate 0.039% among 390,000; also: potency is read from the fitted curve at half-maximal effect; % is scaled to controls: 0 for no effect and ±100 for the full control effect; nearly all actives have a fitted effect of over 75% in size; some results filed as inactive show a strong effect at the top dose
#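 MLSMR compounds (23 nl, pin-transferred) preincubated 10 min at room temperature with a 500nM (2x) first reagent, then RGS4 at 900nM (2x) plus Transcreener GDP mix added; fluorescence polarization (620/688 nm) read before and after 90 min at 30 °C.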
# Vif-APOBEC3F blk: Vif-A3F binding inhibition; hit rate 0.2% among 390,000; Potency, µM (highest dose often 46.1 µM), for the others: at the top dose activity, negative = active; HeLa A3F-eYFP + Vif (tagged APOBEC3F with the HIV-1 protein that degrades it), YFP fluorescence increase; also: potency is read from the fitted curve at half-maximal effect; % of control where 0% means no effect; nearly all actives have a fitted effect of over 65% in size
#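 Fluorescence increase (Ex 488/Em 500-530) after overnight compound treatment at 37 deg C flags inhibition of Vif-driven A3F-eYFP loss in stable HeLa A3F-eYFP/Vif cells seeded overnight beforehand.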
# D2 antag: D2 dopamine receptor (human) antagonism; P14416; HEK293 TREx D2 cells, calcium flux, dopamine EC80; inhibition, % at 10 µM; hit rate 2% among 340,000; AID 485344; in the data active = inhibition above about 30%; also: 0% is about no effect
# Target sequence (P14416 whole entry, looked up): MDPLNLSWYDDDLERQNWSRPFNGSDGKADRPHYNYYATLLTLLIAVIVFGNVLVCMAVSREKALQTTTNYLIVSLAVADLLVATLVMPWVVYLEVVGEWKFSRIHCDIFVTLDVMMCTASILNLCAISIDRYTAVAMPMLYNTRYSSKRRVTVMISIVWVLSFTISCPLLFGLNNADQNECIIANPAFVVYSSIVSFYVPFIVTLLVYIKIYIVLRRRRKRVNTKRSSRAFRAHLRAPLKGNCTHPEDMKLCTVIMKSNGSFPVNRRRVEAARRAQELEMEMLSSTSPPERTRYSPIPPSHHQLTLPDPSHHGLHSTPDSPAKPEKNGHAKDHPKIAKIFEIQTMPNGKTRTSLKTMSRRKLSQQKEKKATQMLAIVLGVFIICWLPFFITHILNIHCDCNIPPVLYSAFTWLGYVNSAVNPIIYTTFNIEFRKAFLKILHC
#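 Antagonism is scored as inhibition of an EC80 dopamine-evoked calcium signal in a force-coupled, tetracycline-inducible HEK293 T-REx D2 line, with compound present 180 s before agonist.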
# D2 agonist: agonists of human D2 dopamine receptor; P14416; HEK293 T-REx D2 cells, calcium flux agonist mode; activation, % at 2 µM; hit rate 0.53% among 340,000; AID 485358;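 active = activation over 3 SD above normal in the single-dose calcium agonist read, cut at about 30% in these data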; also: 0% is about no effect
#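 Calcium-flux readout, 1 cycle/sec over 180 s following compound pin transfer, in inducible HEK293 Trex D2 cells (force-coupled); dopamine controls included. Positive calcium responses during this window marked compounds as potential agonists.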
# An asterisk follows results filed as active; ? = inconclusive; nt = no result given; & = joins results of further samples; [ ] = remark or other dose. Unless noted, calls follow the shape of the dose curve; as a rule, active = well fitted curve in the direction sought with a large enough effect; inconclusive = small, poorly fitted or top-dose-only effect, or another doubt; inactive = no such curve, though single readings can be large; an effect the other way counts as inactive or inconclusive. Only part of the results is shown; the hit share may differ from the screen's.
SMILES,GRP78 ERSR act,ERG Ets-DNA blk,ALOX12 inh,Vif-APOBEC3G blk,LDHA block,RGS4 inh,Vif-APOBEC3F blk,D2 antag,D2 agonist
NS(=O)(=O)c1ccc(CCNC(=O)Nc2ccc(Cl)cc2)cc1,1.5%,3.7%,7.4%,1.5%,-9.9,45.7%,2.3%,12.8,1.3
Cc1ccc2c(c1)C(c1ccccc1)N(C(=O)C(C)C)CC(=O)N2 (configuration not stated),-2.1%,1.2%,-3.2%[57.4 µM],1.0%,-8.1,-9.3%,4.9%,nt,nt
CC(=O)NC(Cc1cccc(F)c1)C(=O)NC1CCN(C(=O)c2ccc(C)cc2)CC1 (configuration not stated),5.5%,-6.2%,5.1%,-6.6%,-5.3,15.0%,-1.5%,26.5,0.1
Cc1ccc(C(=O)Nc2nc3ccccc3s2)s1,0.2%,4.2%,12.1%,-0.2%,-4.4,?,-12.9%,8.3,-0.2
Cc1noc(C)c1CSCC(=O)Nc1cc(S(=O)(=O)N2CCCCC2)ccc1OC(C)C,-2.4%,-8.6%,-16.6%,-3.5%,0.4,-18.1%,-2.6%,-5.8,0.4
Cc1ccccc1SCC(=O)NNC(=O)c1ccncc1,0.6%,-11.5%,-24.5%,-1.7%,-3.3,13.9%,0.2%,5.7,1.0
O=c1c2ccccc2oc2cc(-c3ccc4[nH]ccc4c3)ccc12,0.8%,-0.2%,-7.4%,?,-1.6,-1.8%,-8.0%,nt,nt
CCN(CC)CCOc1c(C)cccc1Cl,-6.8%,1.2%,-22.8%,-8.0%,-5.9,18.9%,1.6%,62.0*,-0.2
Cc1c(/C=N/NC(=O)c2cccs2)c2ccccc2n1Cc1ccccc1Cl,2.1%,-1.9%,-16.8%,-0.4%,-0.9,-5.4%,-4.0%,-0.5,5.1
O=c1c2ccccc2sc2ccc(C#CC3(O)CCCCC3)cc12,-10.9%,-17.1%,-27.2%,2.9%,0.6,5.6%,1.2%,nt,nt
COc1cc(C)c(C(N)=O)c(OC)n1,-2.8%,-5.4%,-16.9%,-0.3%,-6.6,-34.4%,5.5%,9.1,0.6
CC(CC(=O)Nc1cc(S(=O)(=O)N2CCOCC2)ccc1OCC(F)(F)F)c1ccccc1 (configuration not stated),-1.7%,6.2%,1.3%,-20.4%,2.8,-6.9%,-4.9%,-12.8,-0.6
Cc1cccc(N(Cc2cc3ccccc3[nH]c2=O)C(=O)c2cccs2)c1,-1.6%,7.2%,-9.4%,-5.1%,-12.6,8.7%,-13.2%,-2.7,-1.7
Cc1cc2ccccc2c(=O)n1CC(=O)Nc1ccc2c(c1)OCO2,?,7.5%,-14.4%,1.0%,1.0,-4.2%,-6.1%,9.5,-1.6
CCOc1cc(N2CCOCC2)c(OCC)cc1NC(=O)CSc1ncn[nH]1,-8.6%,7.9%,-3.5%,0.4%,-7.0,-5.2%,?,nt,nt
O=[N+]([O-])c1ccc(N=Nc2ccc(O)cc2O)cc1,-6.9%,-4.7%,?,2.4%,0.2,-8.8%,-18.4%,-3.8,-0.9
COc1cc(NC(=O)CN2C(=O)COc3ccc(S(=O)(=O)N4CCOCC4)cc32)cc(OC)c1,1.9%,11.6%,5.0%,0.4%,0.2,0.0%,-0.3%,-6.3,2.0
Cc1cccc(C)c1NC(=O)COC(=O)CCC(=O)c1cccs1,2.2%,-2.2%,3.6%,3.7%,-1.4,-7.0%,-2.3%,2.7,-0.3
COc1ccccc1NC(=S)N1CCN(c2nc(-c3ccccc3)cs2)CC1,-3.4%,6.3%,-5.1%,-1.4%,-0.7,-20.4%,1.7%,-4.3,0.3
O=C(NCC(=O)N(Cc1cccs1)C(C(=O)NC1CCCCC1)c1ccncc1)c1ccco1 (configuration not stated),-3.2%,3.2%,?,4.2%,7.8,-18.7%[11.4 µM],-7.0%,-11.7,-1.0

# Results in D2 agonist and Vif-APOBEC3F blk, for five of the compounds above:
SMILES | D2 agonist | Vif-APOBEC3F blk
NS(=O)(=O)c1ccc(CCNC(=O)Nc2ccc(Cl)cc2)cc1 | 1.3 | 2.3%
Cc1ccc2c(c1)C(c1ccccc1)N(C(=O)C(C)C)CC(=O)N2 (configuration not stated) | nt | 4.9%
CC(=O)NC(Cc1cccc(F)c1)C(=O)NC1CCN(C(=O)c2ccc(C)cc2)CC1 (configuration not stated) | 0.1 | -1.5%
Cc1ccc(C(=O)Nc2nc3ccccc3s2)s1 | -0.2 | -12.9%
Cc1noc(C)c1CSCC(=O)Nc1cc(S(=O)(=O)N2CCCCC2)ccc1OC(C)C | 0.4 | -2.6%

# 2 entries from above, as labelled records:
> Cc1ccccc1SCC(=O)NNC(=O)c1ccncc1
- GRP78 ERSR act: 0.6%
- ERG Ets-DNA blk: -11.5%
- ALOX12 inh: -24.5%
- Vif-APOBEC3G blk: -1.7%
- LDHA block: -3.3
- RGS4 inh: 13.9%
- Vif-APOBEC3F blk: 0.2%
- D2 antag: 5.7
- D2 agonist: 1.0

> O=c1c2ccccc2oc2cc(-c3ccc4[nH]ccc4c3)ccc12
- GRP78 ERSR act: 0.8%
- ERG Ets-DNA blk: -0.2%
- ALOX12 inh: -7.4%
- Vif-APOBEC3G blk: ?
- LDHA block: -1.6
- RGS4 inh: -1.8%
- Vif-APOBEC3F blk: -8.0%
- D2 antag: nt
- D2 agonist: nt

# The listing continues.
SMILES,GRP78 ERSR act,ERG Ets-DNA blk,ALOX12 inh,Vif-APOBEC3G blk,LDHA block,RGS4 inh,Vif-APOBEC3F blk,D2 antag,D2 agonist
O=C(OCC1CCCO1)c1ccc2c(c1)N(Cc1c(F)cccc1Cl)C(=O)c1ccccc1S2(=O)=O (configuration not stated),-3.7%,3.7%,-20.9%,-3.1%,-12.6,2.8%,0.7%,nt,0.6
O=C(c1c(F)cccc1F)N1CCCC(c2nc(-c3ccc(F)cc3)no2)C1 (configuration not stated),-1.7%,-7.5%,0.0%,7.0%,-7.1,5.2%,0.8%,2.6,-0.5
Cc1ccc(C)c(OCCn2c(=O)c3c(ncn3C3CCCC3)n(Cc3ccccc3)c2=O)c1,-2.3%,-0.7%,-21.7%,-3.9%,0.0,11.6%,-5.9%,2.1,0.0
CCOc1ccc(CN(C(=O)c2cc(=O)c3cc(C)cc(C)c3o2)C2CCS(=O)(=O)C2)cc1 (configuration not stated),-5.1%&-3.4%,9.2%&9.2%,-8.0%&-18.4%,0.0%&-3.1%,-2.1&1.7,-7.8%&-17.9%,-5.7%&0.2%,1.3,0.6&4.0
CCC(=O)Nc1ccc2c(c1)nc(CCN1CCN(c3ccccn3)CC1)n2C,-0.1%,-1.1%,7.0%,-2.3%,0.5,31.8%[56.9 µM],11.1%,57.0*,78.2*
CCCc1nc2c(nnn2Cc2ccccc2F)c(=O)[nH]1,-0.3%,nt,17.5%,0.5%,-3.6,20.0%,-0.9%,29.2,-0.4
Cc1cc(C)cc(CC(=O)N2CCC2(C)C(=O)NS(=O)(=O)c2cccc(OC(F)F)c2)c1 (configuration not stated),1.8%,nt,?,-1.1%,-3.9,nt,nt,nt,nt
Cc1ccc(-c2nc(C#N)c(N3CCC(C)CC3)o2)cc1,2.9%,-1.0%,0.0%,1.8%,-2.7,12.1%,12.1%,-2.5,-1.5
COc1ccc(CCNC(=O)CCCCn2c(=O)c3ccccc3n(CC(=O)Nc3ccc(C)cc3C)c2=O)cc1OC,-2.3%,4.5%,-57.3%,2.4%,-1.8,-9.7%,-3.1%,nt,-0.5
CCOc1ccccc1NC(=O)CNC(=O)N1CC(=O)Nc2ccccc21,-2.2%,4.4%,-8.4%,1.2%,0.6,-7.0%,3.0%,4.5,-0.2
O=C(CN(Cc1ccccc1)C1=NCCS1)c1ccccc1,-4.9%,-9.0%,0.9%,1.1%,-6.8,-14.0%,3.5%,-15.6,-0.4
c1ccc(CSc2nnc3ccc(-c4ccco4)nn23)nc1,5.3%,-0.3%,11.6%,-0.4%,-2.3,-18.6%[11.4 µM],1.2%,3.9,0.2
CC1CCCCC1NC(=O)C1CCN(S(=O)(=O)c2cccc3nsnc23)CC1 (configuration not stated),-3.8%,nt,16.9%,1.9%,-6.5,2.3%,-3.9%,8.1,-0.3
Cc1ccc(/C=C/C(=O)NCc2ccc3c(c2)OCO3)o1,-2.5%,-1.2%,?,-0.9%,3.6,?,-10.9%,-12.9,-0.1
CCOc1ccc(OCC)c(NC(=O)CSc2nnnn2CC)c1,-4.8%,-4.6%,-15.3%,2.1%,-16.8,22.0%,-6.0%,-20.4,-0.5
O=C(O)CCC(=O)CCC(=O)c1ccc(Cl)cc1,-4.3%,nt,-24.7%,0.6%,-8.2,-17.8%,-7.6%,11.7,0.7
C#C[C@]1(O)CCC2C3CCC4=Cc5oncc5CC4(C)C3CCC21C (some centres not stated),-1.7%,2.5%,?,-15.4%,-7.5,16.0%,-2.6%,nt,nt
Cc1ccc(-n2nnnc2-c2cnc(-c3cccnc3)nc2C(F)(F)F)cc1,4.2%,-5.1%,0.0%,-7.2%,5.8,5.9%,-1.9%,23.8,-0.4
OC(CNCc1cccnc1)COc1ccc2ccccc2c1 (configuration not stated),-2.7%,9.2%,31.0%[activator],0.4%,0.0,-8.4%,-28.1%,21.9,0.1
COc1cccc(CN2CCc3nc(Nc4ccc5c(c4)OCCO5)ncc3C2)c1OC,nt,1.0%,?,nt,0.9,7.8%,nt,nt,nt

# Bioassay records as filed in PubChem.
